# GSIS activator: primary screen for activators of insulin secretion dependent on glucose, INS-1E cells, GLuc reporter luminescence; AID 743287; INS-1E GLuc reporter insulin secretion, 2-3 h; actives 0.61% (n = 370,000); activation, % at 16.6 µM;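 active means lowest replicate activation of at least 40%, so every replicate reaches that level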;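 further: 0% = median of neutral control wells and 100% = median of IBMX positive control wells; some compounds called inactive have numbers as strong as hits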
# RAD52 inh: RAD52 (human) annealing inhibition. P43351. recombinant RAD52 DNA annealing, FRET fluorescence. inhibition, % at 18.7 µM. actives 0.46% (n = 360,000);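 active means every replicate showing at least 50% inhibition; inconclusive means mean inhibition at least 50% but not in every replicate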
# Target sequence (P43351 whole entry, looked up): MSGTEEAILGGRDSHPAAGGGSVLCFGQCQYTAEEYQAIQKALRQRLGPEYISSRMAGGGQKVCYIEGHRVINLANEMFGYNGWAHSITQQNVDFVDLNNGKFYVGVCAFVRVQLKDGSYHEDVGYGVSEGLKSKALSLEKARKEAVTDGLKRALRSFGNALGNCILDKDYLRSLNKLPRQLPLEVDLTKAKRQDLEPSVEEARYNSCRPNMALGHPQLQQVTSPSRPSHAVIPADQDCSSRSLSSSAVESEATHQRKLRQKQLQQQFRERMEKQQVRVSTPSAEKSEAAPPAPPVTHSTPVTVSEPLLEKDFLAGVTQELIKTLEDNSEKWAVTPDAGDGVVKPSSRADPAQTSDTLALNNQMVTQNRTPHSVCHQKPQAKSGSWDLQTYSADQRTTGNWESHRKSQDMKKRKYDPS
# Xi reactivation: reactivates the inactive X chromosome in mouse fibroblasts | XiGFP mouse fibroblasts, % GFP-positive cells imaging, 3 d; cells co-treated with 5-aza-dC sensitizer; scaled so ellipticine positive control = 100% | activation, % at 7.58 µM | actives 0.055% (n = 360,000) | AID 743238;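 active means mean normalized replicate activation at least 10% and every replicate at or above 10%; inconclusive means only one of the two criteria met; inactive means mean below 10% and not all replicates reach 10%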;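 further: 0% = median of on-plate neutral control wells and 100% = ellipticine 6 µM median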
#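 System: XiGFP fibroblasts, SV40-immortalized. Medium: DMEM plus 5-aza-dC sensitizer. Doses: single point. Timing: 3 d treatment, 15 min room-temperature fixation. Control set: ellipticine 6 µM.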
# CFTR F508del cor: correctors of CFTR F508del function in bronchial epithelial cells. CFBE cells, YFP halide quenching; stimulated with forskolin plus potentiator P3; % fluorescence drop versus neutral controls. actives 0.36% (n = 350,000). activity (quench increase), % at 7.58 µM;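 active means mean added fluorescence quench of at least 8% versus neutral control, with both replicates also reaching 8%; inconclusive means only one of the mean or replicate conditions met; inactive means mean below 8% and not both replicates reaching 8%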;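 further: cells transiently co-express mutant CFTR-F508del with the halide-sensitive YFP; corrector assay measuring rescue of mutant channel to the surface after 24 h compound exposure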
# RAD54 inh: RAD54 (human) branch migration inhibition; AID 602329; RAD54 Holliday junction branch migration, FAM/BHQ fluorescence; Q92698; inhibition, % at 10.4 µM; actives 0.14% (n = 360,000);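 active means mean normalized replicate activity at least 40 and at least half of replicates scoring 40 or more; inconclusive means only one of the two criteria met; inactive means mean below 40 and under half of replicates reaching 40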;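 further: 0% = median of neutral control wells and 100% = median of positive control wells; inhibitors cause a drop in the FAM fluorescence signal; in these data hits start at about 50%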
# E-selectin induc: E-selectin induction on HUVECs. HUVEC E-selectin immunofluorescence imaging; normalized: neutral wells 0, TNF-alpha wells 100. activation, % at 7.58 µM. actives 0.37% (n = 260,000);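 active means mean E-selectin-positive cell signal at least 10% of the positive control, reached in at least 60% of replicates, without over 20% cell loss; inconclusive means no rule given, readout overlaps actives, possibly toxicity-flagged; inactive means the rest, including those meeting only one limit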;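 further: in these data hits start at about 27%; measured in HUVEC primary endothelial cells; signal is the percent of cells scored E-selectin positive by PE staining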
# Target sequence (P16581 whole entry, looked up): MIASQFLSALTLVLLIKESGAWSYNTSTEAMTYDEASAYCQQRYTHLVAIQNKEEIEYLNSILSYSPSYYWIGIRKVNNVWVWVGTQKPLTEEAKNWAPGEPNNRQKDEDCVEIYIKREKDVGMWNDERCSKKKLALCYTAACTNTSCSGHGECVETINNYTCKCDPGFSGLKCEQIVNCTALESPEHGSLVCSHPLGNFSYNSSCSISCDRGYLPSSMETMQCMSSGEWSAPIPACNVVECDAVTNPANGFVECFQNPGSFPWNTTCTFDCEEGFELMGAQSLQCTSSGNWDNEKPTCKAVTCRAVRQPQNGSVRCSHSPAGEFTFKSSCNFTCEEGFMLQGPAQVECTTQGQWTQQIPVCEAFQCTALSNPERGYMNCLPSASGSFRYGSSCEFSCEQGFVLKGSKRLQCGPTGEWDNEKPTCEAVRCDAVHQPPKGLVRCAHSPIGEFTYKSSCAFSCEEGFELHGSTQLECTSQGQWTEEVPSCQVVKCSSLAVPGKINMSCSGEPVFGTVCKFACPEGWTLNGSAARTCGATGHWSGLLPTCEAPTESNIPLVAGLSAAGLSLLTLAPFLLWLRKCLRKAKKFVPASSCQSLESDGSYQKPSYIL
#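 Read-out basis: % PE-positive cells; Test system: HUVEC primary endothelial cells; Technique: immunofluorescence imaging; Dosing: single-point compound dose.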
# DENV2 CPE: protects cells from dengue virus 2 cytopathic effect; CPE inhibition, % at 9.99 µM; DENV2-infected cells, cytopathic effect rescue, plate reader; actives 1.7% (n = 350,000); in the data active means CPE inhibition above about 20%, passing the limit was not always enough; inconclusive means no clear call, values can overlap the other calls; tested in BHK-21 cells;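 further: 0% = median of neutral control wells and 100% = median of positive control wells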
# Casp6 inh: inhibitors of human caspase-6; P55212; purified caspase-6, Z-VEID-R110 cleavage fluorescence; inhibition, % at 12.5 µM; actives 0.53% (n = 350,000); AID 686996;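 active means mean inhibition across replicates at least about 35%, with every replicate also reaching that limit, limit read from the data; inconclusive means only one of the two criteria met; inactive means neither criterion met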;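 further: 0% = median of neutral control wells and 100% = no fluorescence left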
# Numbers without * were called inactive; ? = inconclusive; . = no result given.
smiles	Xi reactivation	GSIS activator	CFTR F508del cor	RAD54 inh	RAD52 inh	Casp6 inh	DENV2 CPE	E-selectin induc
Cc1c(Cl)c(=O)oc2cc(OCC(=O)N3CCCC(C)C3)ccc12 (stereo not given)	0.0	5	-1.1	-6	-16	2	16	.
COc1ccc(-n2c(O)c(/C=N/NS(=O)(=O)c3ccc(C)c([N+](=O)[O-])c3)c3ccccc3c2=O)cc1OC	0.1	14	-1.0	.	-381	26	-4	.
CC(C)(C)C(=O)NC1CC2CCCC(C1)N2C(=O)Nc1ccc(Cl)cc1 (stereo not given)	0.1	.	-0.4	-2	-6	-5	3	-0.1
NC(=O)C1CCCN(C(=O)CCC(=O)c2cccs2)C1 (stereo not given)	0.3	0	-4.2	-4	-20	-1	0	-0.5
CCn1c(SCC(=O)Nc2ccc(NC(C)=O)cc2)nc2c([nH]c3ccccc32)c1=O	0.2	34	-1.1	6	-5	13	-10	0.4
Cc1ccc(CN(C)c2ccc(S(=O)(=O)N3CCCC3)cn2)cc1	0.0	-37	0.7	8	-7	1	25*	.
CC(C)NC(=O)N(C)C[C@H]1OCCCC[C@H](C)Oc2ccc(NC(=O)Nc3ccccc3)cc2C(=O)N([C@@H](C)CO)C[C@H]1C	0.0	-1	-0.1	-10	.	.	4	.
O=C(/C=C/c1c(F)cccc1Cl)c1ccc(O)cc1	0.0	4	0.9	.	4	-5	1	-0.1
COc1cccc(CC2(CO)CCN(C(=O)NCCc3ccccc3)CC2)c1	0.0	-11	2.2	.	7	-2	-5	.
O=C(CN1C(=O)C(=O)N(CCC2=CCCCC2)C1=O)c1c[nH]c2ccccc12	0.0	-11	-2.3	6	-90	2	12	1.4
O=C(CCCCCNC(=O)N1CCn2c1nc1ccccc12)N[C@H](C(=O)O)c1ccccc1	.	.	-0.6	-1	-4	0	7	.
O=C(O)c1ccc(/C=C/c2nc3sc4c(c3c(=O)[nH]2)CCC4)cc1	0.0	8	-0.5	.	-14	3	8	4.1
O=C(CC(SCCO)c1ccc2c(c1)OCO2)c1cccs1 (stereo not given)	.	-3	.	0	-3	3	.	.
CCNS(=O)(=O)c1ccc(NC(=O)c2ccccc2OCC)cc1	.	-11	3.6	9	-5	-2	-5	.
CCCCNC(=O)CNC(=S)N(Cc1ccc(C)cc1)Cc1ccco1	0.0	-52	0.6	.	-13	-3	-4	0.1
COc1ccc(OC)c(CCNC(=O)CN2C(=O)COc3ccc(S(=O)(=O)N4CCOCC4)cc32)c1	0.1	-35	0.4	2	-15	-1	-6	1.8
O=c1[nH]c2ccccc2nc1C(F)(F)F	-0.2	21	2.9	-26	-18	1	8	.
COc1ccc(CCNC(=O)C23CN(Cc4ccccc4)CC2C(c2ccc([N+](=O)[O-])cc2)=NO3)cc1 (stereo not given)	0.0	-7	3.0	-1	-21	0	?	-0.2
Cc1ccn(CC(=O)N2CCCC(Nc3ccc(F)c(F)c3)C2)n1 (stereo not given)	-0.1	-13	-0.7	-7	3	2	1	0.4
CC(C)C1/C(=N/O)CC(c2ccccc2)NC1c1ccccc1 (stereo not given)	0.3	14	-3.1	6	-12	-1	5	0.0

smiles	Xi reactivation	GSIS activator	CFTR F508del cor	RAD54 inh	RAD52 inh	Casp6 inh	DENV2 CPE	E-selectin induc
C=CCn1c(SCC(=O)c2c(C)[nH]c3ccccc23)nnc1-c1ccncc1	0.0	-7	-1.5	.	-6	-3	0	.
O=C1OCCC1Sc1nnnn1-c1ccc(Cl)cc1 (stereo not given)	0.5	12	-2.9	.	-7	.	-2	.
O=C(C[C@H]1C[C@H]2c3cc(NS(=O)(=O)c4ccccc4)ccc3O[C@H]2[C@H](CO)O1)NCC1CC1	0.1	12	-1.0	3	9	0	-8	-0.2
NC(=O)CC(NC(=O)Cc1ccc(Br)cc1)c1ccc(NCC2CC2)c([N+](=O)[O-])c1 (stereo not given)	0.1	20	2.4	-4	-29	-4	.	0.0
CCOC(=O)[C@H]1[C@H]2COc3cc(OC)ccc3[C@@H]2N2C(=O)c3c(C)cc(C)cc3NC(=O)[C@@]12C	0.1	-20	-1.2	2	-12	4	.	0.3
O=C(C[C@@H]1CC[C@@H]2[C@H](COC[C@H](O)CN2S(=O)(=O)c2cccc(Cl)c2)O1)N1CCCCC1	0.2	7	1.0	12	.	.	0	0.0
C=CCNc1nc(Nc2ccc(OC)c(OC)c2)c2sc(-c3ccccc3)cc2n1	0.6	6	4.0	8	7	2	-12	0.3
CCCCN1C(=O)C(CC(=O)NCc2ccco2)CC(C(=O)N2CCCCCC2)=C1C (stereo not given)	0.2	9	-0.7	.	-23	0	1	-0.1
Cc1cc(O)c(S(=O)(=O)c2ccccc2)c(C)c1NS(=O)(=O)c1ccccc1	0.0	-1	-1.7	5	-17	-5	-2	.
COc1ccc(C(=O)NCC(=O)OCC(=O)NC23CC4CC(CC(C4)C2)C3)cc1	0.0	-7	3.7	10	-11	-2	11	.
Cc1cccc(N(C(=O)c2csnn2)C(C(=O)NC2CCCC2)c2ccncc2)c1 (stereo not given)	0.0	1	-3.6	-3	-2	2	5	.
COc1cccc(C(=O)NC2CC3CCCC(C2)N3Cc2ccc(C)cc2)c1 (stereo not given)	0.1	.	0.2	-7	-16	-15	8	-0.1
OC(c1cc(F)cc(Cl)c1)c1ncc(-c2ccccc2C(F)(F)F)[nH]1 (stereo not given)	-0.1	.	0.5	-1	-4	18	4	0.0
COc1cccc(NC(=O)N2CC(=O)N3[C@H](CO)[C@H](c4ccc(C#CC5CCCC5)cc4)[C@H]3C2)c1	0.1	6	-2.1	.	-14	-1	6	1.4
C[C@@H]1CN([C@H](C)CO)C(=O)c2cc(C#CC3(O)CCCC3)cnc2O[C@@H]1CN(C)C(=O)C1CC1	-0.4	11	0.8	.	.	.	.	-0.2
Cn1ccc(C(=O)NC(=S)Nc2ccc([N+](=O)[O-])cc2O)n1	0.1	-3	-1.9	6	-1	7	-2	0.4
O=C(O)Cc1cccc2ccccc12	.	6	-1.5	6	-7	-3	-11	.
CCOC1=C2[C@H](c3ccc(Cl)cc3)N(S(=O)(=O)c3ccc(C)cc3)C[C@H]2n2c(=O)n(-c3ccccc3)c(=O)n2C1	-0.1	-2	-0.2	-1	-4	-2	3	.
CC(C)NC(=S)NC(c1ccccc1)(c1ccccc1)c1ccccc1	0.0	-18	-1.2	-3	-8	0	-3	.
COc1ccc2c3c([nH]c2c1)[C@@H](CO)N(Cc1ccncc1)CC31CCN(C(=O)c2cccnc2)CC1	0.5	-5	2.8	.	-100	1	-3	-0.3

smiles	Xi reactivation	GSIS activator	CFTR F508del cor	RAD54 inh	RAD52 inh	Casp6 inh	DENV2 CPE	E-selectin induc
Cc1c(O[C@@H]2O[C@H](CO)[C@@H](O)[C@H](O)[C@H]2O)c(CO)c(O[C@@H]2O[C@H](CO)[C@@H](O)[C@H](O)[C@H]2O)c2c1O[C@@H](c1ccccc1)C[C@@H]2O	0.2	13	-1.6	2	2	-3	4	-0.1
CCc1c(C)nc2ncnn2c1N1CCCC(C(=O)NCc2cccs2)C1 (stereo not given)	0.1	.	0.5	.	-8	1	5	0.6
CC#CCN(Cc1ccco1)C(=O)c1ccc(OC2CCN(Cc3ccccn3)CC2)cc1	0.0	-6	-1.5	1	-9	-4	0	.
CNC[C@H]1OCCCC[C@@H](C)Oc2ccc(NS(=O)(=O)c3c(C)noc3C)cc2C(=O)N([C@H](C)CO)C[C@H]1C	-0.1	0	0.7	-3	.	.	-12	-0.2
c1ccc(NCCc2ccccn2)cc1	0.1	2	1.0	-12	-16	-1	5	0.6
O=S(=O)(c1ccc(-c2cnc(C3CC3)o2)cc1)N1CCN(c2ccccc2)CC1	0.0	-8	-2.6	12	-13	4	-5	.
COCCN1CC(=O)N2C(c3cccc(C)c3)c3[nH]c4ccccc4c3C[C@H]2C1=O (stereo not given in full)	0.0	-31	1.9	.	-11	3	18	0.0
CCOC(=O)C1CCCN(C(=O)c2cccc(S(=O)(=O)N3CCOCC3)c2)C1 (stereo not given)	0.0	2	0.9	8	-7	-1	8	0.0
CC(=O)Nc1ccc2c(c1)C(=O)N(C)[C@@H]1CC[C@H](CC(=O)NCc3ccc(Cl)cc3)O[C@@H]1CO2	0.3	-5	0.1	-3	-7	-4	.	0.2
COc1ccc(C(=O)NC(CCSC)C(=O)NCc2nnc3ccccn23)cc1 (stereo not given)	0.0	7	0.6	8	-7	0	1	-0.3
COc1ccc(C2CC(=O)C=C(O)C2)cc1 (stereo not given)	0.0	-8	.	.	-9	2	0	-2.1
CN1c2ccc(Br)cc2[C@@H]2[C@@H](CCN2S(=O)(=O)c2ccccc2F)[C@H]1CO	0.3	10	0.7	7	-11	4	-6	-0.1
C[C@H]1CCCCO[C@H](CN(C)C(=O)NC2CCCCC2)[C@@H](C)CN([C@@H](C)CO)C(=O)c2cc(NC(=O)CCC(F)(F)F)ccc2O1	-1.2	-8	-4.4	-5	-23	1	20	-0.1
O=C(C[C@@H]1CC[C@H]2[C@@H](COC[C@H](O)CN2Cc2ccc(C(F)(F)F)cc2)O1)NCCc1ccccc1	0.1	-14	0.4	9	5	-3	1	-0.1
C/C(COc1ccccc1)=N\NC(=O)c1nnn(-c2nonc2N)c1CSc1ccccc1	0.1	5	-1.1	-1	-16	.	-4	.
C[C@H](CO)N1C[C@H](C)[C@H](CN(C)C(=O)C2CCOCC2)Oc2cc(-c3ccc(F)cc3)ccc2S1(=O)=O	-0.3	5	0.1	-4	-7	4	-1	-2.3
CC1(c2nc3ccccc3[nH]2)CCC(=O)N1Cc1ccccn1 (stereo not given)	-0.1	7	3.9	-3	-9	2	-1	0.1
COc1ccc(C(=O)Cn2c(NCCO)nc3ccccc32)cc1	0.0	-4	0.5	1	-3	1	-2	-0.9
CC12CN3CCN(CC(C3)/C1=N/NC(=O)Nc1ccccc1)C2	0.1	6	1.5	.	-11	-4	9	3.3
N#Cc1cccc(NC(=O)c2cc(C3CCCCN3C(=O)CCCc3ccccc3)on2)c1 (stereo not given)	0.0	-39	-0.5	12	-28	-2	-10	-0.1

smiles	Xi reactivation	GSIS activator	CFTR F508del cor	RAD54 inh	RAD52 inh	Casp6 inh	DENV2 CPE	E-selectin induc
CN(C)C1(CNC(=O)C2CCC(=O)N(Cc3ccc(Cl)cc3)C2)CCCCC1 (stereo not given)	0.0	16	-0.4	2	-8	-1	?	.
CC(=O)Nc1ccc(NC(=O)C(C)OC(=O)CCCOc2ccc(Cl)cc2C)cc1 (stereo not given)	0.3	3	1.7	-5	0	0	-1	-0.3
COc1cccc(CC2(CO)CCCN(Cc3cc4ccccc4[nH]3)C2)c1 (stereo not given)	0.1	-31	-0.1	.	-33	-1	2	.
COc1ccc(NC(=S)N2CCc3ccccc32)cc1OC	0.1	-9	0.9	1	-12	-2	-5	0.2

# With a hit mark in DENV2 CPE, of those listed so far:
SMILES | GSIS activator | CFTR F508del cor | RAD52 inh | Casp6 inh | DENV2 CPE
Cc1ccc(CN(C)c2ccc(S(=O)(=O)N3CCCC3)cn2)cc1 | -37 | 0.7 | -7 | 1 | 25*

# Screening results as filed in PubChem BioAssay.
